DAGLB inh – DAGLB lipase inhibitors, primary screen, biochemical, fluorescence, HTS; 340,000 compounds, 0.059% hits; inhibition, % at 5.17 µM; HEK293T DAGLB membrane lysate, EnzChek fluorogenic substrate; Diacylglycerol lipase-beta (Homo sapiens), Q8NCG7; in the data active = inhibition above about 34%;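 also: 0% = enzyme with vehicle and 100% = wells lacking enzyme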
phage Ecoli inh – growth loss of phage-infected E. coli, primary screen, RecBCD inhibitor project, absorbance, with phage, HTS | inhibition, % at 11.9 µM | 360,000 compounds, 0.26% hits | AID 651602, 2012; in the data active = inhibition above about 11%
E coli growth – E. coli V3065 growth inhibition, primary screen, counter-screen for AddAB inhibitor project, absorbance, OD600 | 330,000 compounds, 0.27% hits | 18 h | inhibition, % at 11.9 µM;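 active = inhibition above the campaign's mean inhibition across all tested compounds plus 3 SD, cut at about 9.9% in these data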;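 also: uninfected addAB+ strain grown without phage in ampicillin broth; 0% = DMSO wells and 100% = ciprofloxacin 0.95 µg/ml wells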
PKA-R1A activ – activators of PKA-R1A holoenzyme, primary screen, biochemical, fluorescence polarization, Cy5-IP20, bovine R1A, mouse PKAc; 340,000 compounds, 0.083% hits; activation, % at 11.4 µM; PKA-R1A dissociation; scaled: DMSO 0%, 113 µM cGMP 100%; cAMP-dependent protein kinase type I-alpha regulatory subunit (Bos taurus) + …; AID 504707, 2011;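 active = percent activation above the mean of all tested compounds plus 3 SD, cut at about 19% in these data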;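 also: higher means more PKAc released from R1A so a rise in polarization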
AddAB inh – growth inhibition of E. coli expressing H. pylori AddAB, primary screen, AddAB inhibitor project, absorbance; inhibition, % at 11.9 µM; 330,000 compounds, 0.29% hits; in the data active = inhibition above about 12%;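 also: 0% = vehicle wells of infected cells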
SUMO Mot1 rescue – yeast Mot1-301 growth rescue at high temperature, primary screen, SUMOylation pathway inhibitor project, S. cerevisiae, ATP luminescence, 38.5C. growth rescue, % at 18.8 µM. 320,000 compounds, 1% hits. AID 2716, 2010. S. cerevisiae Mot1-301 growth rescue; percent above DMSO median, 100 means doubled;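 active = every valid replicate shows activation above 250% relative to neutral control wells; inactive = the rest, any valid replicate at or below 250%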;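 also: OY570 slx delta 5 strain wells were the positive control but not used for scaling; some compounds called inactive have numbers as strong as hits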
HTR5A inv ctr – HTR5A inverse agonists in luminescence cell assay, primary screen, counter-screen for OPRM1-OPRD1 heterodimer inverse agonist project, full-deck HTS; 5-hydroxytryptamine receptor 5A (Homo sapiens), P47898; HTR5A cell line, inverse agonism; inhibition, % at 9.3 µM; 340,000 compounds, 0.083% hits; AID 504634, 2011; in the data active = inhibition mostly above about 23%, no sharp cut-off; inactive = mostly below about 18%;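 also: 0% = cells with DMSO and 100% = no-cell wells with DMSO; some compounds called inactive have numbers as strong as hits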
PKA-R2B act – activators of PKA-R2B holoenzyme, primary screen, biochemical, fluorescence polarization, Cy5-IP20, human. PKA-R2B holoenzyme dissociation; R2B truncated from residue 108, S112A mutant; 0% DMSO only, 100% 113 µM cGMP. activation, % at 11.4 µM. 340,000 compounds, 0.079% hits;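 active = activation above a cutoff set at the mean over all compounds plus 3 SD, cut at about 18% in these data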;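 also: higher means more holoenzyme dissociation and a rise in polarization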
Target sequence (P31323 whole entry, looked up, other chains not shown, the tested form may be a part): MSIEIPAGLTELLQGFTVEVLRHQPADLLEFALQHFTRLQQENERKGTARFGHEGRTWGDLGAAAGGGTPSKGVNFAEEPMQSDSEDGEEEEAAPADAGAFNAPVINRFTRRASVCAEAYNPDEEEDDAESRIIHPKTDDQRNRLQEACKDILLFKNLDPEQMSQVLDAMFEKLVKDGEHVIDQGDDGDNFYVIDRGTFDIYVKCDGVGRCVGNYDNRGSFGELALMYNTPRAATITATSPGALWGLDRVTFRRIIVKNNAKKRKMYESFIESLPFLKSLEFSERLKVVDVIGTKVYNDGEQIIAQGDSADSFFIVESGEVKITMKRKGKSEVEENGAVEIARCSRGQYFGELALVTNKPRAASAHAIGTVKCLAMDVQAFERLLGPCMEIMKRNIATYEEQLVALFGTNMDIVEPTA
CDK5 p35 inh – inhibitors of human CDK5/p35 kinase, primary screen, biochemical, single concentration. inhibition, % at 10 µM. 330,000 compounds, 0.01% hits. Recombinant CDK5/p35, ADP-Glo luminescence, 60 min;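 active = highest replicate inhibition of at least 50% and at least 75% of replicates reaching 50%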;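 also: plate controls were DMSO neutral control for no effect and GW8510 at 10 µM for full effect; many of its hits are not listed in these tables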
Target sequence (Q00535 whole entry, looked up): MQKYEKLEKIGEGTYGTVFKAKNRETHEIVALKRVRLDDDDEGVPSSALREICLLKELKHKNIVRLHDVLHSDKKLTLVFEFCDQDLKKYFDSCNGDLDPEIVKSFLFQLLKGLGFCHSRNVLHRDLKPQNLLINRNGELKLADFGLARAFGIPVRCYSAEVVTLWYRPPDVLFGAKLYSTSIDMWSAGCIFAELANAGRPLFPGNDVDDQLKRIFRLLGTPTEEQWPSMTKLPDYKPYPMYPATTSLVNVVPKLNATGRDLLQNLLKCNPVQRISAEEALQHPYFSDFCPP
Target sequence (Q15078 whole entry, looked up): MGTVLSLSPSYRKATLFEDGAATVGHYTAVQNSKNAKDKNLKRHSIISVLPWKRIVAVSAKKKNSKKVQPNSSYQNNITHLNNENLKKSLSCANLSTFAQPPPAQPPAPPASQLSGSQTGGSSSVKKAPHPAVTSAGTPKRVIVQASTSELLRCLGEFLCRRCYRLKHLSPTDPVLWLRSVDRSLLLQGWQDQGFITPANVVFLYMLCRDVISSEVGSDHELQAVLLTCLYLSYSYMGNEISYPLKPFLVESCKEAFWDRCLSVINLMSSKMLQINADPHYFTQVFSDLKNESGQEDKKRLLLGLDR
HTR5A ag ctr – HTR5A agonists in luminescence cell assay, primary screen, counter-screen for OPRM1-OPRD1 heterodimer agonist project, full-deck HTS. cell-based. activation, % at 9.3 µM. 340,000 compounds, 0.61% hits. AID 504692, 2011. 5-hydroxytryptamine receptor 5A (Homo sapiens), P47898; in the data active = activation mostly above about 9.5%, no sharp cut-off; inactive = mostly below about 7.6%;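 also: 0% = cells with vehicle only and 100% = reference agonist; strong numbers were not always called active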
Tat transport – E. coli Tat export inhibitors, primary screen, MC4100, TorA-mCherry reporter, fluorescence, single point. 340,000 compounds, 0.036% hits. inhibition, % at 10 µM;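 active = mean replicate inhibition at least 50% and at least half of replicates individually reaching 50%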;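 also: exported cargo escapes ClpAP degradation while cytoplasmic cargo is degraded and loses fluorescence; 0% = median of neutral control wells and 100% = median of NaSCN control wells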
Numbers without * were called inactive.

The first three compounds (preview)
`Cc1ccc(NC(=O)CN2C(=O)S/C(=C\C(=O)Nc3ccc(Cl)cc3)C2=O)cc1` gave DAGLB inh -9, phage Ecoli inh 2.1, E coli growth -0.7, PKA-R1A activ -14, AddAB inh 1.6, SUMO Mot1 rescue -17, HTR5A inv ctr -7, PKA-R2B act 4, CDK5 p35 inh -1.1, HTR5A ag ctr 2 and Tat transport -8.
Screening CCOc1ccccc1NC(=O)CSc1nnc(CNC(=O)c2cccs2)o1 returned DAGLB inh -3, phage Ecoli inh 1.5, E coli growth -0.8, PKA-R1A activ -2, AddAB inh 3.7, SUMO Mot1 rescue -11, HTR5A inv ctr -24, PKA-R2B act 6, CDK5 p35 inh -0.2, HTR5A ag ctr 1 and Tat transport -1.
`COC(=O)c1sc(C(F)(F)F)c(-c2ccccc2)c1S(=O)(=O)N1CCCC1` gave DAGLB inh -8, phage Ecoli inh 0.4, E coli growth -2.1, PKA-R1A activ -8, AddAB inh 0.8, SUMO Mot1 rescue -9, HTR5A inv ctr 5, PKA-R2B act 1, CDK5 p35 inh -0.3, HTR5A ag ctr 7 and Tat transport 1.

The listing, repeating the preview:
`Cc1ccc(NC(=O)CN2C(=O)S/C(=C\C(=O)Nc3ccc(Cl)cc3)C2=O)cc1` gave DAGLB inh -9, phage Ecoli inh 2.1, E coli growth -0.7, PKA-R1A activ -14, AddAB inh 1.6, SUMO Mot1 rescue -17, HTR5A inv ctr -7, PKA-R2B act 4, CDK5 p35 inh -1.1, HTR5A ag ctr 2 and Tat transport -8.
Screening CCOc1ccccc1NC(=O)CSc1nnc(CNC(=O)c2cccs2)o1 returned DAGLB inh -3, phage Ecoli inh 1.5, E coli growth -0.8, PKA-R1A activ -2, AddAB inh 3.7, SUMO Mot1 rescue -11, HTR5A inv ctr -24, PKA-R2B act 6, CDK5 p35 inh -0.2, HTR5A ag ctr 1 and Tat transport -1.
`COC(=O)c1sc(C(F)(F)F)c(-c2ccccc2)c1S(=O)(=O)N1CCCC1` gave DAGLB inh -8, phage Ecoli inh 0.4, E coli growth -2.1, PKA-R1A activ -8, AddAB inh 0.8, SUMO Mot1 rescue -9, HTR5A inv ctr 5, PKA-R2B act 1, CDK5 p35 inh -0.3, HTR5A ag ctr 7 and Tat transport 1.
Screening Cn1c(SCC(=O)N2CCOCC2)nc2sc3c(c2c1=O)CCCC3 returned DAGLB inh 3, phage Ecoli inh 2.2, E coli growth -0.8, PKA-R1A activ -1, AddAB inh 1.2, SUMO Mot1 rescue 67, HTR5A inv ctr 25, PKA-R2B act -2, CDK5 p35 inh -0.6, HTR5A ag ctr 5 and Tat transport -5.
For CC(=O)c1ccc(NC(=O)CN2CCC(C(=O)c3ccc4c(c3)OCCO4)CC2)cc1 the results were DAGLB inh -1, phage Ecoli inh 1.1, E coli growth 0.6, PKA-R1A activ -7, AddAB inh 2.2, SUMO Mot1 rescue -14, HTR5A inv ctr -7, PKA-R2B act -9, CDK5 p35 inh 0.0, HTR5A ag ctr 2 and Tat transport 7.
`COc1ccc(CC(=O)Nc2ccccc2N2CCOCC2)cc1OC` gave DAGLB inh -2, phage Ecoli inh 3.1, E coli growth -0.2, PKA-R1A activ 13, AddAB inh 3.2, SUMO Mot1 rescue 4, HTR5A inv ctr -18, PKA-R2B act 14, CDK5 p35 inh -1.7, HTR5A ag ctr 7 and Tat transport 2.
Screening CCn1c(SCC(=O)N2CCC(C)CC2)nc2c(c1=O)SCC2 returned DAGLB inh -1, phage Ecoli inh 1.8, E coli growth 0.5, PKA-R1A activ 2, AddAB inh 2.1, SUMO Mot1 rescue -21, HTR5A inv ctr -7, PKA-R2B act -2, CDK5 p35 inh -0.8, HTR5A ag ctr 2 and Tat transport 1.
Screening Cc1ccc(S(=O)(=O)NCCN2CCNC2=O)cc1 returned DAGLB inh -1, phage Ecoli inh 1.5, E coli growth -1.7, PKA-R1A activ 1, AddAB inh 3.6, SUMO Mot1 rescue -9, HTR5A inv ctr -11, PKA-R2B act 2, CDK5 p35 inh 0.9, HTR5A ag ctr 5 and Tat transport -16.
Cc1cccc2sc(NC(=O)[C@@H]3CCCN3C(=O)c3cccs3)nc12 was read as DAGLB inh -4, phage Ecoli inh 0.1, E coli growth 1.6, PKA-R1A activ -12, AddAB inh 2.9, SUMO Mot1 rescue -6, HTR5A inv ctr 3, PKA-R2B act 3, CDK5 p35 inh 1.1, HTR5A ag ctr 3 and Tat transport -7.
O=C(COC(=O)c1cncc(Br)c1)Nc1nc(-c2ccc(F)cc2)cs1 was read as DAGLB inh 0, phage Ecoli inh 3.5, E coli growth -1.0, PKA-R1A activ 0, AddAB inh 0.1, SUMO Mot1 rescue 21, HTR5A inv ctr -8, PKA-R2B act 0, CDK5 p35 inh -1.3, HTR5A ag ctr 3 and Tat transport -7.
For CN(C)S(=O)(=O)c1cccc(NC(=S)Nc2ccc3cn[nH]c3c2)c1 the results were DAGLB inh -1, phage Ecoli inh -2.5, E coli growth -1.4, PKA-R1A activ -2, AddAB inh -0.8, HTR5A inv ctr 2, PKA-R2B act -13, CDK5 p35 inh 2.4, HTR5A ag ctr 2 and Tat transport 10.
For Cc1cc(C)n2nc(C(=O)NCc3ccco3)cc2n1 the results were DAGLB inh 1, phage Ecoli inh 2.3, E coli growth 0.1, PKA-R1A activ -8, AddAB inh 0.6, SUMO Mot1 rescue 230, HTR5A inv ctr 14, PKA-R2B act 6, CDK5 p35 inh -0.6, HTR5A ag ctr -5 and Tat transport 4.
`O=C(CCC(=O)Nc1ccccc1)N/N=C/c1ccco1` gave DAGLB inh -2, phage Ecoli inh 2.2, E coli growth 0.2, PKA-R1A activ -2, AddAB inh 0.3, SUMO Mot1 rescue -9, HTR5A inv ctr -4, PKA-R2B act -6, CDK5 p35 inh 0.5, HTR5A ag ctr 8 and Tat transport 8.
`COC(=O)c1cc(COC(=O)CNC(=O)c2cccc(C)c2)oc1C` gave DAGLB inh -2, phage Ecoli inh -0.1, E coli growth 1.4, PKA-R1A activ -8, AddAB inh 0.6, SUMO Mot1 rescue 15, HTR5A inv ctr -2, PKA-R2B act -7, CDK5 p35 inh -0.3, HTR5A ag ctr 1 and Tat transport 6.
For COc1cccc(NC(=O)CSc2c3c(nc4ccccc24)CCCC3)c1 the results were DAGLB inh -6, phage Ecoli inh 0.7, E coli growth -0.4, PKA-R1A activ 2, AddAB inh -0.9, SUMO Mot1 rescue 2, HTR5A inv ctr -3, PKA-R2B act 1, CDK5 p35 inh 1.3, HTR5A ag ctr -4 and Tat transport -6.
CN(Cc1ccc(OCC(O)CN(C)Cc2ccccc2)cc1)Cc1nccn1C (stereo not drawn) was read as DAGLB inh -1, phage Ecoli inh 1.7, E coli growth 2.8, PKA-R1A activ -8, AddAB inh 3.1, SUMO Mot1 rescue -14, HTR5A inv ctr 10, PKA-R2B act -1, CDK5 p35 inh 4.9, HTR5A ag ctr 0 and Tat transport 3.
Screening Cc1ccc(C(C(=O)NCC2CCCO2)N(C(=O)c2snc(C(N)=O)c2N)c2ccc(F)cc2)o1 (stereo not drawn) returned DAGLB inh 1, phage Ecoli inh 0.2, E coli growth -0.6, PKA-R1A activ -10, AddAB inh -0.1, SUMO Mot1 rescue -27, HTR5A inv ctr 3, PKA-R2B act 0, CDK5 p35 inh 0.0, HTR5A ag ctr 4 and Tat transport 10.
CCCCNC(=O)/C(C#N)=C/c1ccc(C(=O)OC)cc1 was read as DAGLB inh -3, E coli growth -1.6, PKA-R1A activ -1, AddAB inh -1.0, SUMO Mot1 rescue 72, HTR5A inv ctr -12, PKA-R2B act 0, CDK5 p35 inh -0.4, HTR5A ag ctr 4 and Tat transport 18.
COc1ccccc1N1CCN(CC(=O)NCc2ccc(Cl)cc2)CC1 was read as DAGLB inh -1, phage Ecoli inh -0.2, E coli growth 0.7, PKA-R1A activ 8, AddAB inh 1.2, SUMO Mot1 rescue -6, HTR5A inv ctr -1, PKA-R2B act 11, CDK5 p35 inh -0.4, HTR5A ag ctr 0 and Tat transport 1.
`CCCC(=O)Nc1ccc(Cl)c(NC(=O)c2ccc(Br)o2)c1` gave DAGLB inh 1, phage Ecoli inh 2.9, E coli growth 0.8, PKA-R1A activ -14, AddAB inh 2.4, SUMO Mot1 rescue -7, HTR5A inv ctr -36, PKA-R2B act 0, CDK5 p35 inh -0.7, HTR5A ag ctr -3 and Tat transport 1.
COc1cc(C(=O)NCC2CCCO2)ccc1OCc1ccccc1 (stereo not drawn) was read as DAGLB inh -1, phage Ecoli inh 3.0, E coli growth -1.0, PKA-R1A activ -16, AddAB inh 2.1, SUMO Mot1 rescue 10, HTR5A inv ctr -24, PKA-R2B act 8, CDK5 p35 inh -0.3, HTR5A ag ctr -4 and Tat transport -7.
`COc1cccc(N2C(=O)CC(N3CCC(c4nc5ccccc5[nH]4)CC3)C2=O)c1` (stereo not drawn) gave DAGLB inh 1, phage Ecoli inh 1.2, E coli growth -1.4, PKA-R1A activ -16, AddAB inh 1.5, SUMO Mot1 rescue 27, HTR5A inv ctr -7, PKA-R2B act -4, CDK5 p35 inh -1.0, HTR5A ag ctr 0 and Tat transport -9.
`Cc1nnc(SC(C)C(=O)Nc2ccc3c(c2)OCCO3)s1` (stereo not drawn) gave DAGLB inh -1, phage Ecoli inh -0.5, E coli growth 0.2, PKA-R1A activ -13, AddAB inh 3.7, SUMO Mot1 rescue 13, HTR5A inv ctr 8, PKA-R2B act -11, CDK5 p35 inh 0.3, HTR5A ag ctr 6 and Tat transport -2.
`O=C(NCc1ccccc1)c1cccc(S(=O)(=O)N2CCCCC2)c1` gave DAGLB inh -4, phage Ecoli inh -3.1, E coli growth 4.2, PKA-R1A activ 2, AddAB inh 0.5, SUMO Mot1 rescue 1, HTR5A inv ctr -16, PKA-R2B act -10, CDK5 p35 inh -1.4, HTR5A ag ctr 12 and Tat transport -4.
`COc1cccc(-c2cc(C(=O)N3CCN(c4ncccn4)CC3)c3ccccc3n2)c1` gave DAGLB inh -2, phage Ecoli inh 2.0, E coli growth -1.4, PKA-R1A activ 1, AddAB inh 2.9, SUMO Mot1 rescue 3, HTR5A inv ctr -5, PKA-R2B act 2, CDK5 p35 inh 0.0, HTR5A ag ctr 4 and Tat transport 6.
For O=C(NCCCl)NNC(=O)c1cc2ccccc2cc1O the results were DAGLB inh 1, phage Ecoli inh -0.8, E coli growth 0.7, PKA-R1A activ -8, AddAB inh 3.0, SUMO Mot1 rescue -2, HTR5A inv ctr 1, PKA-R2B act 0, CDK5 p35 inh 2.3, HTR5A ag ctr 0 and Tat transport -10.

Screens from PubChem.
